Assay outcomes: PubChem, several laboratories
TcdB inh = blocks C. difficile toxin B glycohydrolase activity; P18177; TcdB glycohydrolase enzymatic assay, plate reader; inhibition, % at 9.99 µM; 350,000 compounds, 0.24% hits; in the data active = inhibition above about 10%
Anthrax LF prot = anthrax lethal factor protease inhibition; P15917; multiplex microsphere protease cleavage assay, LF; inhibition, % at 10 µM; 360,000 compounds, 0.12% hits; also: plate controls were buffer without enzyme for full effect and enzyme alone for no effect
Target sequence (P15917 whole entry, looked up): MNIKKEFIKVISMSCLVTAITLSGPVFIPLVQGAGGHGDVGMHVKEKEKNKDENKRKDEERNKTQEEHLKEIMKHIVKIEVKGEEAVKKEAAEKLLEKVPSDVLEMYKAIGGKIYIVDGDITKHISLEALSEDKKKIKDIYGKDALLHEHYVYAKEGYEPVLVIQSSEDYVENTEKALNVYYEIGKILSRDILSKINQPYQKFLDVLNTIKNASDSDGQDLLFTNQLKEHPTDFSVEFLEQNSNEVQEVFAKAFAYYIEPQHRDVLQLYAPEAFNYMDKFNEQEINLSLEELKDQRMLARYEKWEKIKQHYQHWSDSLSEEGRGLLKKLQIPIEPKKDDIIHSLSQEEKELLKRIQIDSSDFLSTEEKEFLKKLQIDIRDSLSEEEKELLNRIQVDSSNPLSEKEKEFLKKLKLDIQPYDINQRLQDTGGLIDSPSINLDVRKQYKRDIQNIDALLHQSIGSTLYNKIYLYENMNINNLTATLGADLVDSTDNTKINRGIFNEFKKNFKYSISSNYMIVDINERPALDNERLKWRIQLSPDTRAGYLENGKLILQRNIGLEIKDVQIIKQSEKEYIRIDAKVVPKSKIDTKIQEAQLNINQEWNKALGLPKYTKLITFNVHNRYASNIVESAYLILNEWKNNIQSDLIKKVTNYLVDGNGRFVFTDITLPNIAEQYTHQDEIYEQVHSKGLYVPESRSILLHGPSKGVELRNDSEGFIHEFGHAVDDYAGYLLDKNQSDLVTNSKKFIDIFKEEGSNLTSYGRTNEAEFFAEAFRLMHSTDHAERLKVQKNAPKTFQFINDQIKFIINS
Y pestis TopoI = Y. pestis Topo-I inhibition via cleavage products; Y. pestis Topo-I cleavage product accumulation, plate reader; activity, % at 10 µM; 360,000 compounds, 0.064% hits; in the data active = activity above about 50%, passing the limit was not always enough; inconclusive = no clear call, values can overlap the other calls; also: inactives centre near 2
BoNT-F LC inh = BoNT F light chain protease inhibition | Multiplex microsphere protease cleavage assay, flow cytometry | inhibition, % at 10 µM | 360,000 compounds, 0.22% hits | AID 588497; in the data active = inhibition above about 35%, passing the limit was not always enough; inconclusive = no clear call, values can overlap the other calls; also: plate controls were buffer without enzyme for full effect and enzyme alone for no effect
PrPC surface inh = inhibitors of human cell surface prion protein PrPC. P04156. TR-FRET read-out. inhibition, % at 13.8 µM. 370,000 compounds, 0.43% hits. AID 720596; in the data active = inhibition above about 24%; also: 0% = median of the test wells and 100% = reference compound wells
BoNT-A LC inh2 = inhibitors of Botulinum neurotoxin A light chain protease. AID 588499. 360,000 compounds, 0.17% hits. multiplex microsphere protease substrate cleavage, flow cytometry. inhibition, % at 10 µM; also: plate controls were buffer without enzyme for full effect and enzyme alone for no effect
CCHFV vOTU inh = blocks the CCHF virus ovarian tumor domain protease | CCHFV vOTU protease, Pep-AMC fluorescence | inhibition, % at 11.5 µM | 370,000 compounds, 0.55% hits | AID 651958; in the data active = inhibition above about 30%; also: 0% = vehicle wells with enzyme and 100% = no enzyme wells
FadD28 binding = inhibitors of Mycobacterium tuberculosis FadD28 bisubstrate binding | FadD28 bisubstrate probe binding, fluorescence polarization | inhibition, % at 12.5 µM | 360,000 compounds, 0.22% hits | AID 588549; in the data active = inhibition above about 8.5%, passing the limit was not always enough; inconclusive = no clear call, values can overlap the other calls
PfHsp40 yeast = rescue of PfHsp40-mediated yeast toxicity. 340,000 compounds, 0.68% hits. S. cerevisiae expressing PfHsp40, growth rescue, ATP luminescence. growth rescue, % at 12.5 µM; in the data active = growth rescue above about 28%, passing the limit was not always enough; inconclusive = no clear call, values can overlap the other calls;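 also: yeast W303a lacking pdr1 and pdr3 grown in galactose medium; growth measured after three days at 30 °C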
Active calls of the source: *; u = inconclusive; x = no result given; & = joins results of further samples. Rule as the data show it, unless noted: active = inhibition above about 30%; inconclusive = no clear call, values can overlap the other calls; inactive = below that.

SMILES	TcdB inh	Anthrax LF prot	Y pestis TopoI	BoNT-F LC inh	PrPC surface inh	BoNT-A LC inh2	CCHFV vOTU inh	FadD28 binding	PfHsp40 yeast
Cc1ccc(S(=O)(=O)N2C[C@H]3C(=O)C[C@@H](c4ccc(Cl)cc4)N(S(=O)(=O)c4ccc(C)cc4)[C@H]3C[C@H]2c2cccc3ccccc23)cc1	0.7	2	x	0	9	0.2	23	-0.3	x
Cc1cccc(C)c1N1CCN(S(=O)(=O)N2CCOCC2)CC1	x	-5	-7	-3	-2	-2.6	-6	0.2	-1.2
COc1ccccc1NS(=O)(=O)c1ccc(C(=O)N2CCN(c3ccccc3)CC2)cc1	3.9	4	8	-1	-1	0.8	-2	-1.3	1.4
Cc1cc(C(=O)CSc2nnc3c(Cl)cc(Cl)cn23)c(C)n1C	x	-2	4	2	-5	-0.1	6	0.6	-1.0
Cc1ccc(N2C(=O)c3cccc(Oc4ccc(Cl)cc4)c3C2=O)c(C)c1	1.4	0	-11	2	-4	0.0	-3	-1.3	-0.7
Cn1c2ccccc2c(=O)c2ccc(C#CC3(O)CCCCC3)cc21	0.2	6	2	10	-1	5.7	-42	-2.2	5.8
CNC(=O)N(C)c1nnc(C(C)(C)C)s1	x	-2	3	1	1	-0.8	-12	-1.9	-0.5
Cn1c(=O)c(=O)n(C)c2cc(S(=O)(=O)N3CCCC3C(=O)NCc3cccnc3)ccc21 (stereo not given)	1.2	-1	1	-2	-1	-0.5	-10	-1.2	0.4
CCC(C)c1ccccc1NC(=O)c1[nH]c(C)c(C(C)=O)c1C (stereo not given)	1.0	2	5	11	-3	-0.2	14	-1.4	-0.2
CC(C)(C)c1cc(NC(=O)c2ccco2)no1	1.4	0	-2	-2	7	0.9	-10	-3.2	-1.6
CC(C)NC(=O)Nc1ccc2c(c1)C(=O)N([C@H](C)CO)C[C@H](C)[C@@H](CN(C)C(=O)NC1CCCCC1)O2	0.4&0.7	-1	-2	-1	-7	-0.3	-5	1.8	1.1
Cc1ccc(C)c(NC(=O)c2ccc[n+](Cc3ccc([N+](=O)[O-])cc3)c2)c1	x	4	-7	-6	-20	0.4	2	-0.2	1.6
Cc1ccc2nsnc2c1NC(=O)CCl	0.2	0	5	-7	-12	-0.8	4	-3.6	2.8
CC(OC(=O)c1ccccc1Oc1ccccc1)C(=O)NC1CC1 (stereo not given)	6.4	-1	2	1	7	-0.1	10	1.0	-2.1
COC(=O)[C@]1(CC(C)C)N[C@H](c2ccc(-c3ccc(Cl)c(Cl)c3)cc2)[C@@H]2C(=O)N(C)C(=O)[C@@H]21	0.4	-6	7	-3	0	0.1	-2	-3.9	1.7
CC1=CC2=NC(=O)CC(C)(C(=O)N(CC(=O)NC3CCCC3)Cc3ccccc3)N2C=C1 (stereo not given)	1.0	1	-6	3	-1	1.7	-38	-2.4	1.4
Cc1cccc(NC(=S)N/N=C/c2ccc(Cl)c([N+](=O)[O-])c2)c1	x	0	-16	2	-9	1.1	23	0.4	-0.9
Cc1ccc(CN2CCN(/N=C/c3ccccc3)CC2)cc1	0.2	-6	7	-3	-1	-1.6	-5	-1.6	0.8
C[C@H](CO)N1C[C@H](C)[C@@H](CN(C)C(=O)Nc2ccccc2)Oc2c(NS(=O)(=O)c3cccs3)cccc2C1=O	1.4	-5	11	2	-2	0.0	-11	-0.2	-0.3
O=C(/C=C/c1ccc(F)cc1)NCCNC(=O)/C=C/c1ccc(F)cc1	1.6	-3	1	-4	-2	-1.4	-14	-0.4	-1.5
COc1ccc2[nH]c(C(=O)O)c(NC(=O)c3ccccc3[N+](=O)[O-])c2c1	1.5	-6	-6	-3	-2	0.6	-13	0.9	0.9
COc1ccc2c(C)c(C(=O)NCC(C)O)oc2c1OC (stereo not given)	x	-1	-3	6	6	-0.7	-6	-3.4	-0.9
COc1cccc(C(=O)NC2CCN(CC(=O)NCc3ccccc3OC)CC2)c1	x	-8	2	11	-3	-0.4	13	-1.3	-0.1
COc1cccc(CN2CCC(n3nccc3NC(=O)CCOc3ccccc3)CC2)c1O	x	-8	19	1	x	-0.8	x	-1.4	1.4
CC1CCC(C(O)(C(=O)O)C2CCCCC2)CC1C (stereo not given)	1.3	-2	5	0	-1	0.2	15	-0.6	-0.3
COc1cc(C(O)c2nc(/C=C/c3ccc(C(F)(F)F)cc3)cs2)ccc1F (stereo not given)	-0.7	3	-9	1	-4	-0.3	19	-7.3	x
COc1cc(CNCCCN2CCOCC2)c(Br)cc1OCC(=O)Nc1ccccc1C	0.5	-6	7	-2	-3	-0.8	-12	-2.0	-1.7
CCC1=NN(C(=O)c2ccccc2Br)C(O)(c2ccc(Br)cc2)C1 (stereo not given)	0.7	0	u	5	0	-0.5	2	u	1.2
COc1ccc(-c2oc(/N=C/N3CCCC3)c(C#N)c2-c2ccc(OC)cc2)cc1	x	-6	20	-5	-3	-0.8	2	-0.1	0.6
COc1cccc(NC(=O)COc2ccc(C)cc2)c1	x	8	2	u	9	0.0	5	-4.1	1.6
CCn1cc(CN2CCN(C)C(CCO)C2)c2ccccc21 (stereo not given)	-0.8	0	0	u	7	3.2	-3	-4.0	-1.8
N#CC1c2ccccc2-n2nncc2CN1S(=O)(=O)c1cc(Cl)cc(Cl)c1 (stereo not given)	2.2	-2	0	-5	11	0.2	-3	-0.5	-1.4
CCn1ncc(C2=NOC(C(=O)NCC(C)C)C2)c1C (stereo not given)	x	-3	-6	1	-4	-0.7	2	-2.9	2.6
COc1cccc(C(=O)O/N=C(\N)Cc2ccc(Cl)cc2)c1	x	2	4	12	0	0.4	8	-5.4	u
COC(=O)c1c(NC(=O)c2ccccc2OC)sc(C(=O)N2CCOCC2)c1C	1.8	1	5	4	2	0.1	17	0.2	-1.0
CCOc1ccc(C(=O)NCc2ccco2)cc1Cl	1.0	-12	-1	5	5	-1.9	11	-2.4	0.5
COc1cccc(CC2(CO)CCCN(Cc3[nH]c4ccc(C)cc4c3C)C2)c1 (stereo not given)	2.3	1	-23	-4	6	-0.4	24	-5.6	0.2
Nc1nncn1C(=O)c1ccccc1Cl	1.0	2	8	6	2	1.4	1	-1.2	-0.5
COc1cccc(NC(=O)C(c2ccccc2)N2CCN(c3ccccn3)CC2)c1 (stereo not given)	-0.1	-2	6	1	-6	-0.3	-4	0.3	0.7
O=C(Nc1ccc([N+](=O)[O-])cn1)C1CCCCC1	x	0	7	-3	-18	0.0	-3	-0.5	1.1

Shown with each value named: entries from further up
mol: COc1cccc(CN2CCC(n3nccc3NC(=O)CCOc3ccccc3)CC2)c1O
  TcdB inh: x
  Anthrax LF prot: -8
  Y pestis TopoI: 19
  BoNT-F LC inh: 1
  PrPC surface inh: x
  BoNT-A LC inh2: -0.8
  CCHFV vOTU inh: x
  FadD28 binding: -1.4
  PfHsp40 yeast: 1.4
mol: CC1CCC(C(O)(C(=O)O)C2CCCCC2)CC1C (stereo not given)
  TcdB inh: 1.3
  Anthrax LF prot: -2
  Y pestis TopoI: 5
  BoNT-F LC inh: 0
  PrPC surface inh: -1
  BoNT-A LC inh2: 0.2
  CCHFV vOTU inh: 15
  FadD28 binding: -0.6
  PfHsp40 yeast: -0.3
mol: COc1cc(C(O)c2nc(/C=C/c3ccc(C(F)(F)F)cc3)cs2)ccc1F (stereo not given)
  TcdB inh: -0.7
  Anthrax LF prot: 3
  Y pestis TopoI: -9
  BoNT-F LC inh: 1
  PrPC surface inh: -4
  BoNT-A LC inh2: -0.3
  CCHFV vOTU inh: 19
  FadD28 binding: -7.3
  PfHsp40 yeast: x
mol: COc1cc(CNCCCN2CCOCC2)c(Br)cc1OCC(=O)Nc1ccccc1C
  TcdB inh: 0.5
  Anthrax LF prot: -6
  Y pestis TopoI: 7
  BoNT-F LC inh: -2
  PrPC surface inh: -3
  BoNT-A LC inh2: -0.8
  CCHFV vOTU inh: -12
  FadD28 binding: -2.0
  PfHsp40 yeast: -1.7

New compounds follow:
SMILES	TcdB inh	Anthrax LF prot	Y pestis TopoI	BoNT-F LC inh	PrPC surface inh	BoNT-A LC inh2	CCHFV vOTU inh	FadD28 binding	PfHsp40 yeast
CC(C)C(C)(C#N)NC(=O)CSc1nncn1-c1ccccc1 (stereo not given)	1.2	3	-1	-4	3	-0.7	11	-1.1	-0.9
O=C(/C=C/c1ccc(Cl)cc1)N1CCN(c2ccc([N+](=O)[O-])c(N3CCOCC3)c2)CC1	x	-7	20	-8	-10	-1.2	2	-4.8	6.8
Cc1ccccc1C(=O)N1CCN(c2ccc([N+](=O)[O-])c(NCc3ccco3)c2)CC1	x	-2	24	13	-7	-1.0	6	-8.1	0.8
COc1ccc(CNC(=O)CSc2nc3nc(C)cc(C)n3n2)cc1	x	-2	-10	2	3	0.3	8	0.5	0.1
COc1ccc(CNS(=O)(=O)NCc2ccc(C)cc2)cc1	-5.3	-2	-7	-4	11	-0.5	10	-2.5	-1.0
C=CCn1c(SCC(=O)Nc2c(C)n(C)n(-c3ccccc3)c2=O)nc2ccccc2c1=O	0.3	4	2	4	6	0.1	-6	-4.7	0.6
CN(C)CCNC(=O)NC(=O)c1ccc(Cl)cc1	x	1	-10	-3	-4	0.6	-3	-3.1	0.2
COc1cc(CN2CCCCCC2)cc(OC)c1O	-1.3	-14	1	u	-4	-3.7	-13	-1.9	0.4
COc1cc(C(=O)OCC(=O)NC2CC2)cc(OC)c1OC	0.8	-7	0	-10	-3	0.4	-6	-1.0	-0.8
C=C(C)CNC(=S)Nc1cccc(S(=O)(=O)NC2=NCCC2)c1	0.3	15	5	2	5	-1.1	11	0.2	-1.1
Cc1ccc(CNCc2ccccc2Cl)cc1	x	2	1	2	-3	-0.4	-6	-0.7	-0.9
O=C(Cc1ccc(S(=O)(=O)N2CCOCC2)s1)N1CCN(c2ccc(C(F)(F)F)cc2[N+](=O)[O-])CC1	-0.8	-6	24	-5	-13	-1.2	13	-2.3	0.2
Cc1ccc(C(=O)OCC(=O)NCc2ccc(Cl)cc2)s1	0.4	-7	14	-3	-1	-0.3	1	0.2	x
COc1ccc(OC)c(NC(=O)COc2ccc(S(=O)(=O)N3CCCC3)cc2)c1	0.1	11	16	-11	8	-0.9	5	-4.8	2.5
Cc1cc(C)c(OCC(=O)OCC(=O)NC2CCC(C)CC2)c(C)c1 (stereo not given)	0.2	u	13	u	-10	u	8	-0.1	-0.6
COc1cccc(NS(=O)(=O)c2cc(C)sc2C)c1	x	-4	-1	12	-1	-0.1	10	-2.4	-1.5
Cc1ccccc1C(=O)NC(NC(=S)Nc1ccc(S(N)(=O)=O)cc1)C(Cl)(Cl)Cl (stereo not given)	x	-2	-1	21	1	2.0	-1	-6.7	-0.3
N#CC1(NC(=O)COc2ccc(S(=O)(=O)N3CCCC3)cc2[N+](=O)[O-])CCCCC1	-0.9	x	22	x	-18	x	9	-3.0	0.0
CCCC(C(=O)NCC1CCCO1)N(Cc1ccco1)C(=O)CNS(=O)(=O)c1ccc(F)cc1 (stereo not given)	x	1	3	-1	4	0.2	17	-0.9	-1.5
Cc1ccc(C(C)(C)NC(=O)C2CCC(=O)N(Cc3ccccc3F)C2)cc1 (stereo not given)	0.0	2	-1	-1	-4	-0.8	5	-3.3	-0.5
Cc1ccc([N+](=O)[O-])cc1S(=O)(=O)N(C(=O)c1ccncc1)c1ccc2oc3c(c2c1)CCCC3	3.2	-2	-8	-5	-4	-0.3	5	-2.1	-0.9
CC1CN(CC(=O)c2ccccc2Cl)CC(C)O1 (stereo not given)	0.9	7	-1	-15	5	0.8	-2	1.2	-2.2
COc1ccc(C2CC(c3ccccc3)=NN2C(=O)COC(=O)c2nc3nccc(C)n3n2)cc1 (stereo not given)	0.7	-1	33	3	-8	-0.1	5	-3.7	-1.2
Cc1ccc(CNC(=O)CN(C)S(=O)(=O)c2cccc3nsnc23)cc1	x	-2	3	1	-22	-0.3	5	-0.7	-0.1
CCCNC(=O)Nc1cc(C)on1	x	-3	0	-11	-2	0.6	17	-2.6	0.2
CCCc1cc(=O)[nH]c(SCC(=O)NC2CCCCC2)n1	1.7	6	-8	5	1	0.9	-10	-2.3	0.2
NC(=O)C1(Nc2ccc(Br)cc2)CCCC1	0.2	3	5	2	0	0.6	9	-0.2	3.4
O=C(N/N=C/c1cccc([N+](=O)[O-])c1)c1cc(-c2ccc3c(c2)OCO3)n[nH]1	-0.4	-3	7	u	2	-2.5	-8	-3.1	1.5
COc1ccc(NC(=O)CCn2cccc2)c(OC)c1	0.8	-5	0	-10	-1	-1.5	3	-0.5	-0.6
